# Screening data as filed in PubChem.
# MT1-MMP act inh: blocks activation of human MT1-MMP | actives 0.061% (n = 360,000) | GFP/RFP ratio change, % at 20 µM | HT1080 RFP-PRO-GFP cells, GFP/RFP ratio fluorescence, overnight; percent of plate control window, DMSO zero | AID 651647 | P50281;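 active = GFP/RFP ratio change of at least 30% with cell ATP level not reduced by more than half and red fluorescence within 50% of control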; also: strong numbers were not always called active
#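 Test system: HT1080 cells expressing an RFP-PRO-GFP fluorescent reporter construct / Compound dosing: single-point 20 µM compound, 1% DMSO / Schedule: cells overnight before dosing, compound overnight, 37 °C, 5% CO2 / Evaluation: GFP/RFP fluorescence ratio / Control set: DMSO and RFP-L50D-GFP cell wells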
# FAS TE block: blocks the thioesterase domain of human fatty acid synthase | recombinant FAS-TE, OMFH fluorogenic substrate, fluorescence endpoint | inhibition, % at 15 µM | actives 0.67% (n = 360,000);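 active = compounds whose normalised, plate-corrected inhibition of enzyme fluorescence in the single-dose primary screen is 50% or more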;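 also: 0% = DMSO with enzyme and 100% = substrate without enzyme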
# MLLE-PAM2 inh: inhibitors of microRNA-mediated deadenylation, human PABP1 MLLE binding; P11940; GST-MLLE / FITC-PAM2 fluorescence polarization; inhibition, % at 20 µM; actives 0.36% (n = 360,000); AID 588489; in the data active = inhibition above about 35%, passing the limit was not always enough;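 also: plate controls were DMSO wells with GST-MLLE for no effect and wells lacking GST-MLLE protein for full effect; some results filed as inactive read as strong as hits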
# SKN-1 block: C. elegans SKN-1 inhibition; C. elegans VP596 Pgst-4::GFP/RFP ratio, acrylamide-induced, 24 h; inhibition, % at 21.8 µM; actives 0.49% (n = 360,000); AID 624304;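 active = interference check ratio from 0.5 to 1.5 plus GFP to RFP signal ratio inhibition reaching or exceeding a fixed threshold, cut at about 30% in these data, passing the limit was not always enough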; also: some compounds called inactive have numbers as strong as hits
# NadD block: inhibitors of Staphylococcus aureus NadD; purified NadD enzyme, colorimetric absorbance read-out; inhibition, % at 20 µM; actives 0.78% (n = 360,000); AID 602399; in the data active = inhibition above about 26%; also: some compounds past the cut are filed as inactive
# Rpn11 inh: blocks the human proteasome subunit Rpn11 | O00487 | human 26S proteasome, Ub4-pepOG fluorescence polarization; 20S core pre-blocked with epoxomicin | calls only at 20 µM | actives 0.59% (n = 360,000) | AID 588493;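 active = inhibition at 20 µM, scaled to each plate's controls, above about 33%, limit read from the data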
# CSN deneddyl inh: inhibitors of human CSN-mediated cullin deneddylation; Q92905; Purified CSN, SCF-Nedd8-OG deneddylation, fluorescence polarization; inhibition, % at 12.5 µM; actives 0.38% (n = 360,000);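 active = pattern-corrected inhibition above about 35%, with an unprinted fluorescence ratio check between 0.5 and 1.5, limit read from the data, passing the limit was not always enough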;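 also: 0% = enzyme with substrate and 100% = substrate without enzyme; some results filed as inactive read as strong as hits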
# Target sequence (Q92905 whole entry, looked up, one chain of several): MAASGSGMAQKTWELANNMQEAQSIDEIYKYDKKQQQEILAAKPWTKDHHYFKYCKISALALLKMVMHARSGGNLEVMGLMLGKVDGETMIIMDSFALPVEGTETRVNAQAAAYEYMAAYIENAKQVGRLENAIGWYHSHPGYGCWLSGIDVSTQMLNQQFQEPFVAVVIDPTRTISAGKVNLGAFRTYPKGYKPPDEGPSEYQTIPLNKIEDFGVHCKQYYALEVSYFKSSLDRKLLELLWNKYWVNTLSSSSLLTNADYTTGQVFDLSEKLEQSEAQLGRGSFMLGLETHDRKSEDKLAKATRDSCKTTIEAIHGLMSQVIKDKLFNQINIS
#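 Assay system: HEK293T-derived human Csn5 enzyme; quantity: 0.24 nM enzyme; medium: Tris/NaCl/DTT buffer, pH 7.5; also added: substrate SCFSkp2-Nedd8OG, 10 nM; doses: 12.5 µM compound; schedule: 90 min reaction at room temperature; signal: FP; read-out: % inhibition of substrate cleavage by Csn5; benchmarks: substrate-only high control, full reaction low control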
# Rin1-Abl PPI inh: inhibitors of human Rin1-Abl protein interaction. P00519+Q13671. TR-FRET Rin1/Abl binding, biochemical. inhibition, % at 7.35 µM. actives 0.4% (n = 360,000). AID 588664; in the data active = inhibition above about 5%, passing the limit was not always enough
# Neddyl block: blocks human cullin neddylation | TR-FRET cullin neddylation, biochemical | calls only at 25 µM | actives 0.58% (n = 360,000) | AID 651699; in the data active = inhibition above about 36%
# Target sequence (P61081 whole entry, looked up): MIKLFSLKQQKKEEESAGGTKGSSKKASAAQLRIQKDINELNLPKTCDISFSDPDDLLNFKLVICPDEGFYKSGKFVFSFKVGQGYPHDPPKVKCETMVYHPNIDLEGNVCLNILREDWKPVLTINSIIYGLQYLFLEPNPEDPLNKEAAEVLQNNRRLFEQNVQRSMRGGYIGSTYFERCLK
# Target sequence (Q13564 whole entry, looked up): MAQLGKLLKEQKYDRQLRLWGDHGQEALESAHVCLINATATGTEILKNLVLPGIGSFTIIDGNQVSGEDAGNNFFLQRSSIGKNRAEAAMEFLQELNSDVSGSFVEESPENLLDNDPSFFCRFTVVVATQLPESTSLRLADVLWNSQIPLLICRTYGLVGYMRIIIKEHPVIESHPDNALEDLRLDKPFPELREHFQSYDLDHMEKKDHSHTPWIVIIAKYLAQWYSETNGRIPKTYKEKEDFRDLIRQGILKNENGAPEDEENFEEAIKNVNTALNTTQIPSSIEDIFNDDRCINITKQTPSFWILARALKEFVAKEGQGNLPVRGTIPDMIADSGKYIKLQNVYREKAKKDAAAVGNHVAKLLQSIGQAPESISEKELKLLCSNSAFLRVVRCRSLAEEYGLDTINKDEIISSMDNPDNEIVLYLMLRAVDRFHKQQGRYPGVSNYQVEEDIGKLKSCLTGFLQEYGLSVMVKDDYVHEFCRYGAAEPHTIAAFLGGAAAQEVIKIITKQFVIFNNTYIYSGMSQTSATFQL
# The depositor's hits bear a star; i = inactive; / = no result given; + = active, no number.
# The opening two records as a preview:
SMILES,MT1-MMP act inh,FAS TE block,MLLE-PAM2 inh,SKN-1 block,NadD block,Rpn11 inh,CSN deneddyl inh,Rin1-Abl PPI inh,Neddyl block
CCCCc1nnc(NC(=O)c2nc3nccc(C)n3n2)s1,-1,-4,8,4,2,i,-5,2,i
O=[N+]([O-])c1ccc(CS(=O)c2ccccc2)cc1 (stereo unspecified),4,-2,27,20,1,i,-3,1,i

# Main list, repeating the preview:
SMILES,MT1-MMP act inh,FAS TE block,MLLE-PAM2 inh,SKN-1 block,NadD block,Rpn11 inh,CSN deneddyl inh,Rin1-Abl PPI inh,Neddyl block
CCCCc1nnc(NC(=O)c2nc3nccc(C)n3n2)s1,-1,-4,8,4,2,i,-5,2,i
O=[N+]([O-])c1ccc(CS(=O)c2ccccc2)cc1 (stereo unspecified),4,-2,27,20,1,i,-3,1,i
N#Cc1cccc(C(=O)OCc2cccc(S(=O)(=O)N3CCOCC3)c2)c1,-5,9,-9,4,-2,i,-8,2,i
Cc1[nH]c2ccccc2c1/C=N/NC(=O)Cc1cccs1,3,-3,7,12,-4,i,-2,0,i
CCOC(=O)c1sc2ccc(S(=O)(=O)N3CCCCC3)cc2c1N,3,16,21,0,-6,i,-1,3,i
Cc1ccc(C)c(NC(=O)CCC(=O)N/N=C/c2cc([N+](=O)[O-])ccc2O)c1,-1,28,-1,13,5,i,3,1,i
Cc1ccc(C)c(OCC(=O)Nc2ccc(S(=O)(=O)N3CCN(C)CC3)cc2)c1,6,2,0,-7,-3,i,1,-1,i
CCOC(=O)c1[nH]c(C)c(C(=O)OCc2ccc(C)cc2)c1C,1,-1,4,8,6,i,-1,2,i
CCCc1cc(=O)n2[nH]c(-c3cccc(Br)c3)cc2n1,3,1,-9,-30,-3,i,0,-1,i
CN1CC2CCCC3(C1)C(=O)NC1(CCCCC1)N=C23 (stereo unspecified),-20,-10,5,-4,-6,i,2,-2,i
CSc1ncccc1C(=O)OCC(=O)N1CCN(S(=O)(=O)c2ccc(C)cc2C)CC1,-2,16,-13,-9,-4,i,-2,2,i
CC(=O)Nc1cccc(C(=O)NC2CCCc3c2cnn3-c2ccc(C(C)(C)C)cc2)c1 (stereo unspecified),-1,8,9,-2,0,i,0,0,i
CCCCN(C(=O)/C=C/c1ccco1)c1c(N)n(CC(C)C)c(=O)[nH]c1=O,-2,1,-8,-3,3,i,7,-1,i
CCN(C(=O)COC(=O)CSc1ccc(C)c(C)c1)C1CCS(=O)(=O)C1 (stereo unspecified),-3,-7,-1,0,0,i,-1,-4,i
Cc1nnc(SCC(=O)Nc2sc3c(c2C(=O)c2ccccc2)CCCC3)s1,-1,-12,6,13,-7,i,-12,6,i
Cc1ccc(SC(C)C(=O)N2CCCC2)cc1 (stereo unspecified),4,-11,4,5,-1,i,4,-1,i
COc1ccccc1N1CCN(C2CCCN(Cc3ccccc3OCCO)C2)CC1 (stereo unspecified),-2,-8,-7,2,-7,i,7,0,i
COc1ccc(Nc2ncnc3sc(-c4ccccc4)cc23)c(OC)c1,1,35,4,7,-4,i,2,-7,/
Cc1cccc(C)c1OCC(=O)N/N=C/c1ccc2c(c1)OCO2,-8,-7,4,10,-1,i,0,-1,i
CN(Cc1c(F)cccc1Cl)C(=O)CNC(=O)c1cccs1,-1,-5,1,-35,-8,i,5,2,i
Cc1cc(NC(=O)c2cccc(C)c2[N+](=O)[O-])no1,0,4,-9,7,-3,i,1,3,i
CCCCN1C(=O)N(CCc2ccc(F)cc2)S(=O)(=O)c2cc(C(F)(F)F)ccc21,3,22,6,27,4,i,2,-1,i
C/C(CC(=O)Nc1ccc(C)c(Cl)c1)=N\NC(=O)c1cccc(O)c1,1,2,-1,19,-1,i,-2,-1,i
C[C@@H]1CN([C@@H](C)CO)C(=O)c2cc(NC(=O)C3CC3)ccc2O[C@@H]1CN(C)Cc1ccc(Cl)c(Cl)c1,-1,0,-10,1,0,i,3,-1,i

# An excerpt from above, reduced to NadD block.
structure	NadD block
CCCCN(C(=O)/C=C/c1ccco1)c1c(N)n(CC(C)C)c(=O)[nH]c1=O	3
CCN(C(=O)COC(=O)CSc1ccc(C)c(C)c1)C1CCS(=O)(=O)C1 (stereo unspecified)	0
Cc1nnc(SCC(=O)Nc2sc3c(c2C(=O)c2ccccc2)CCCC3)s1	-7
Cc1ccc(SC(C)C(=O)N2CCCC2)cc1 (stereo unspecified)	-1

# (cont.)
SMILES,MT1-MMP act inh,FAS TE block,MLLE-PAM2 inh,SKN-1 block,NadD block,Rpn11 inh,CSN deneddyl inh,Rin1-Abl PPI inh,Neddyl block
O=C(COC(=O)c1ccco1)Nc1cc(S(=O)(=O)N2CCCCC2)ccc1Cl,1,4,-8,3,1,i,-3,-1,i
C=CCN(Cc1ccc(OC)c(OC)c1)C(=O)c1cc2cc(F)ccc2[nH]1,-4,10,6,-10,-9,i,-3,3,i
CN(Cc1cn[nH]c1-c1ccc(-c2ccccc2)cc1)CC1CCOCC1,-2,-2,1,-9,-12,i,0,-1,i
O=C(O)c1cc(-c2ccc(/C=C3\NC(=O)N(c4ccc(Cl)cc4)C3=O)o2)ccc1Cl,-1,43,-15,8,16,i,40*,1,+
O=C1c2ccccc2C(=O)C12OC2c1cccc2ccccc12 (stereo unspecified),4,9,27,-2,-1,i,20,13*,i
O=C(Nc1nnc(S(=O)(=O)N2CCCCCC2)s1)c1ccccc1Cl,3,-5,-16,14,1,i,6,0,i
CCN1CCN(C(=O)c2cc(COc3ccc(F)c(F)c3)on2)[C@@H](C)C1=O,3,-5,6,11,-4,i,-1,-4,i
Cc1ccccc1-n1c(SCC(=O)NCC2CCCO2)nc2c([nH]c3ccccc32)c1=O (stereo unspecified),-2,-2,14,-2,0,i,0,2,i
C[C@H](NC(=O)c1[nH]cnc1C(=O)Nc1ccc(Cl)cc1)c1ccccc1,12,34,2,5,6,i,-6,4,i
CC(CCO)Nc1nc2c(c(=O)n(C)c(=O)n2C)n1Cc1cccc(Br)c1 (stereo unspecified),-7,-5,17,20,2,i,-1,1,i
COc1ccc2c(c1)c(CC(=O)O)c(C)n2C(=O)c1ccc(Cl)cc1,6,-4,-8,4,-3,i,-2,2,i
Cn1c(SCC(=O)N2CCCC2)nnc1-c1ccc2c(c1)OCO2,2,-6,-2,3,-8,i,2,1,i

# Sorted by SMILES length (lowest first): part of the list above
SMILES,MT1-MMP act inh,FAS TE block,MLLE-PAM2 inh,SKN-1 block,NadD block,Rpn11 inh,CSN deneddyl inh,Rin1-Abl PPI inh,Neddyl block
Cc1cc(NC(=O)c2cccc(C)c2[N+](=O)[O-])no1,0,4,-9,7,-3,i,1,3,i
Cc1nnc(SCC(=O)Nc2sc3c(c2C(=O)c2ccccc2)CCCC3)s1,-1,-12,6,13,-7,i,-12,6,i
N#Cc1cccc(C(=O)OCc2cccc(S(=O)(=O)N3CCOCC3)c2)c1,-5,9,-9,4,-2,i,-8,2,i
C=CCN(Cc1ccc(OC)c(OC)c1)C(=O)c1cc2cc(F)ccc2[nH]1,-4,10,6,-10,-9,i,-3,3,i
CCCCN1C(=O)N(CCc2ccc(F)cc2)S(=O)(=O)c2cc(C(F)(F)F)ccc21,3,22,6,27,4,i,2,-1,i
O=C(O)c1cc(-c2ccc(/C=C3\NC(=O)N(c4ccc(Cl)cc4)C3=O)o2)ccc1Cl,-1,43,-15,8,16,i,40*,1,+

# (listing goes on)
SMILES,MT1-MMP act inh,FAS TE block,MLLE-PAM2 inh,SKN-1 block,NadD block,Rpn11 inh,CSN deneddyl inh,Rin1-Abl PPI inh,Neddyl block
CN1CCN(C(=S)Nc2cccc(S(=O)(=O)N(C)C)c2)CC1,2,-4,-13,8,-1,i,-1,2,i
Fc1ccccc1-n1c(-c2ccc3ccccc3n2)n[nH]c1=S,0,-4,-28,1,2,i,-3,3,i
CCOC(=O)Cn1cc(C#N)c2cccc(CC)c21,0,2,-10,-5,-3,i,-7,-1,i
CC[C@H](C)NC(=O)CCCCCn1c(=S)[nH]c2c([nH]c3ccc(OC)cc32)c1=O,3,-7,-26,2,6,i,-1,0,i
CCOC(=O)/C=c1\s/c(=C\c2ccccc2OC)c(=O)n1CC(=O)N1CCOCC1,-4,5,-5,13,-3,i,1,1,i
CCCN(Cc1cc2cccc(C)c2[nH]c1=O)S(C)(=O)=O,5,-7,6,5,-6,i,-8,0,i
CCOC(=O)c1c(NC(=O)CSc2nnc3c(n2)[nH]c2ccccc23)sc2c1CCN(C)C2,-6,-6,17,-7,20,i,-2,-10,i
CCOc1ccc(N(CC(=O)Nc2nccs2)S(=O)(=O)c2c(C)[nH]c(=O)[nH]c2=O)cc1,0,-4,0,6,5,i,8,0,i
COc1ccc(-c2nnc(-c3cccs3)o2)cc1OC,8,-8,2,8,-7,i,4,-1,/
COc1ccsc1C(=O)N1CCN(Cc2ccc3c(c2)OCO3)CC1,1,-6,2,-26,-5,i,-6,0,i
CC(C)(C)C(=O)c1cnc(Nc2ccccc2Cl)s1,5,10,11,-10,3,i,1,-2,i
O=C(Nc1cccc(Oc2c(F)c(F)c(F)c(F)c2F)c1)N1C[C@@H]2C[C@@H](C1)c1cccc(=O)n1C2,2,-6,0,-8,-2,i,0,0,i
COc1ccc(C(=O)N2CCCCC2c2cc(C(=O)NCc3ccccc3)no2)cc1 (stereo unspecified),3,2,7,12,2,i,2,1,i
Cc1cc(NC2CCCCC2)n2c(n1)nc1ccccc12,7,-8,-6,-2,2,i,1,-2,/
COc1ccc(S(=O)(=O)NCc2ccccn2)cc1C,1,-5,7,0,-8,i,-1,0,i
COc1ccc(N2CCN(C(=O)CN3C(=O)NC4(CCCCC4C)C3=O)CC2)cc1 (stereo unspecified),4,-4,-11,-1,2,i,2,3,i
CC(=O)Nc1ccc(NC(=O)C(C)Sc2nnc(C3CC3)n2-c2ccccc2)cc1 (stereo unspecified),1,-5,-9,-11,1,i,0,0,i
CCCCN(Cc1ccccc1)c1ncnc2nc[nH]c12,-6,6,-7,-5,2,i,-3,0,i
COc1ccc(CNC(=O)COC(=O)c2c(-c3c(F)cccc3Cl)noc2C)cc1OC,-1,-5,-20,12,-5,i,2,-1,i
Cc1ccc2[nH]c3c(N4CCN(Cc5ccccc5)CC4)ncnc3c2c1,15,7,-15,12,8,i,8,-1,/
Cc1c(C)c2ccc(OCC(=O)N3CCC(C(=O)O)CC3)cc2oc1=O,1,-6,5,14,1,i,3,2,/
CCOC(=O)c1c(-c2ccc(C)o2)csc1NC(=S)NC(=O)N(C)C,17,34,25,-6,-5,i,1,-3,i
O=C(NC1CCCC1)C(c1ccccc1)n1c(CSCCOc2ccccc2)nc2ccccc21 (stereo unspecified),2,/,/,2,/,/,-2,/,i
CC(C)N(Cc1nnc(-c2ccccc2Cl)o1)C(=O)COc1cccc(Cl)c1,-2,7,0,12,-5,i,2,-3,i
CC(C)Sc1nc2c([nH]c3ccccc32)c(=O)n1C,-3,-9,5,2,-6,i,-2,-1,i
